MBNL1 CUG block – qHTS Assay for Inhibitors of MBNL1-poly(CUG) RNA binding. Potency, µM (highest dose often 57.5 µM), inactives show top-dose activity change, negative = inhibition, usual class: inhibitors. 280,000 tested, 0.036% active. TR-FRET MBNL1-His/biotin-(CUG)12 binding, 665/545 ratio; active = well fitted inhibition curve with a large enough effect in the signal ratio, with a control signal flat, not every such curve was filed as active; inconclusive = small, poorly fitted or top-dose-only effect, or effect the other way, or a change in a side signal; inactive = no such curve, though single readings can be large or run the other way; the % refers to the signal ratio; also: % is scaled to controls: 0 for no effect and ±100 for the full control effect
Target sequence (Q9NR56 whole entry, looked up): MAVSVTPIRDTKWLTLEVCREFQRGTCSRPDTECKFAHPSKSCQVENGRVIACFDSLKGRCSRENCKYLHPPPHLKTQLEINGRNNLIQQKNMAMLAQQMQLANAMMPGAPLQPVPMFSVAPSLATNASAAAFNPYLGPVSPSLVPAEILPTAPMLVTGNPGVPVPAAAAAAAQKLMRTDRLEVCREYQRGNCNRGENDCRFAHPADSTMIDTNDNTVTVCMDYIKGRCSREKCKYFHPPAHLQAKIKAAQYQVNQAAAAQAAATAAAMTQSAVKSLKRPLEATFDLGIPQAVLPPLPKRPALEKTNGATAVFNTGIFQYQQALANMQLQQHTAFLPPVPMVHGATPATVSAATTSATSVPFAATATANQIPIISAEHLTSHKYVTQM
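Ratiometric TR-FRET (665 over 545 nm, excitation 340 nm) tracks disruption of MBNL1-His/biotin-(CUG)12 complex after 60 min at room temperature, with compounds at 92 nM to 58 uM final.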
p53 reactivation – qHTS assay for re-activators of p53 using a Luc reporter | H1299 p53-A138V BP100-luciferase reporter, luminescence, 24 h | Potency, µM (doses to about 92.2 µM), without a hit: at the top dose activity change, positive = activation, hits mostly activators | 320,000 tested, 0.063% active | AID 504706, 2011; also: % of control where 0% means no effect; nearly all actives have a fitted effect of over 45% in size
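H1299 (p53-null), stable ts p53-A138V + BP100-Luc; 1000 cells/well, Opti-MEM/10% FBS; cpd 4 pt, 1:5; 24 h, 37 deg C, 5% CO2; detection reagent 10 min RT; luminescence.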
uPA surface inh – qHTS for Inhibitors of Cell Surface uPA Generation; AID 540303, 2011; Potency, µM (titrated, usually from 38.3 µM), for the others: at the highest dose activity change, negative = inhibition, usual class: inhibitors; 330,000 tested, 0.31% active; cell surface uPA generation assay, qHTS; active = well fitted inhibition curve with a large enough effect; inconclusive = small, poorly fitted or top-dose-only effect; inactive = no such curve, though single readings can be large or run the other way; tested in mouse RAW 264.7 cells; also: % is scaled to controls: 0 for no effect and ±100 for the full control effect; nearly all actives have a fitted effect of over 55% in size
RORgamma inh – qHTS for inhibitors of ROR gamma transcriptional activity; Drosophila S2 Gal4-RORgamma UAS-luciferase reporter, 20 h; Potency, µM (series often up to 53.6 µM), for inactives: top-dose activity change, negative = inhibition, usual class: inhibitors; 310,000 tested, 5.4% active; AID 2551, 2010; also: % is scaled to controls: 0 for no effect and ±100 for the full control effect; nearly all actives have a fitted effect of over 60% in size
Target sequence (P51450 whole entry, looked up, the tested form may be a part): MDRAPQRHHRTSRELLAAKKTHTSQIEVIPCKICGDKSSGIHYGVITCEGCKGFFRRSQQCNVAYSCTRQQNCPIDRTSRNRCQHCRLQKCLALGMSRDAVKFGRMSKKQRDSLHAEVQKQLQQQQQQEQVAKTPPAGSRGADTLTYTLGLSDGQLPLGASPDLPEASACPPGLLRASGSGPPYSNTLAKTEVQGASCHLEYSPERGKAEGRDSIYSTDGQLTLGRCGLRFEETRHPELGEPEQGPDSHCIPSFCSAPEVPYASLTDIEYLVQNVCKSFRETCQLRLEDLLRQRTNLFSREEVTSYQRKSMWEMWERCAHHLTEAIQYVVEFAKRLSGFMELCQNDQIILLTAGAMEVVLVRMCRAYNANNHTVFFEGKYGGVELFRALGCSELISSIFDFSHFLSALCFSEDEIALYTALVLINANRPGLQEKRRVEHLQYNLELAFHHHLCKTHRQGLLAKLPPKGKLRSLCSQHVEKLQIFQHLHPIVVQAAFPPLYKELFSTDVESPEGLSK
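ROR gamma transcriptional activity was tracked as Gal4-UAS luciferase output in stably transfected Drosophila Schneider cells, with compound added 1 hr before 700 uM copper sulfate induction and a 20 hr ambient-temperature incubation.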
NPC1 promoter act – qHTS Assay for NPC1 Promoter Activators. 320,000 tested, 2.4% active. Huh7 NPC1 promoter luciferase reporter, 24 h. Potency, µM (highest dose often 9.22 µM), inactives show top-dose activation, most hits filed as activators;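 also: % of control where 0% means no effect; nearly all actives have a fitted effect of over 60% in size; reporter is driven by a mutant NPC1 promoter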
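Readout is luciferase luminescence, reflecting NPC1 promoter activation in stably transfected Huh7 cells after 24 h compound exposure at 37 °C in reduced-serum medium with 10% FBS.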
FLuc modulator – qHTS profiling assay for firefly luciferase inhibitor/activator using purifed enzyme and Km concentrations of substrates (counterscreen for miR-21 project) | purified FLuc, Km substrates, luminescence inhibition | AID 588342, 2011 | 360,000 tested, 6.9% active | Luciferin 4-monooxygenase (Photinus pyralis), P08659 | Potency, µM (series often up to 57.5 µM), for the others: at the highest dose activity change, negative = inhibition, most hits filed as inhibitors;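 also: plate controls were vehicle for no effect and reference inhibitor for full effect; nearly all actives have a fitted effect of over 55% in size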
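Purified P. pyralis luciferase, 10 nM final, with Km-level 10 uM D-luciferin and 10 uM ATP in 50 mM Tris acetate pH 7.5, 10 mM Mg acetate, 0.01% Tween-20, 0.05% BSA; 6-point qHTS titration about 60 µM downward; luminescence read.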
ELG1 genotoxic – qHTS screen for small molecules that induce genotoxicity in human embryonic kidney (HEK293T) cells expressing luciferase-tagged ELG1. HEK293T ELG1-luciferase reporter, luminescence, 16 h. 330,000 tested, 1.3% active. Potency, µM (highest dose often 46 µM), inactives show at the highest dose activity change, positive = activation, hits mostly activators; also: % of control where 0% means no effect; nearly all actives have a fitted effect of over 60% in size
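Cells (2,000/well) expressing the ELG1-luciferase fusion are dosed by pin tool and kept 16 hr at 37 °C, 5% CO2. Signal comes from ONE-Glo luciferase reagent after 30 min at room temperature.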
BRCA1 expr up – qHTS Assay to Identify Small Molecule Activators of BRCA1 Expression | MCF7-BRCA1-FFLuc reporter, luminescence, 48 h; response scale: scaled: vehicle 0%, 10 µM genistein 100% | Potency, µM (highest dose often 46.1 µM), for the others: at the top dose activation, usual class: activators | 380,000 tested, 1.1% active | AID 624202, 2012; also: nearly all actives have a fitted effect of over 80% in size; some results filed as inactive show a strong effect at the top dose
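MCF7 cells carrying a BRCA1-firefly luciferase reporter (2000 cells/well, phenol-red free MEM) were attached for 2 h at 37 °C, then given compounds for 48 h. Luminescence was read 15 min after luciferase reagent; activity normalized to genistein (10 microM) and DMSO.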
Gal4-VP16 FLuc – VP16 counterscreen qHTS for inhibitors of ROR gamma transcriptional activity; Drosophila S2 Gal4-VP16 UAS-luciferase, luminescence, 20 h; Potency, µM (series often up to 53.6 µM), for inactives: at the highest dose activity, negative = inhibition, usual class: inhibitors; 310,000 tested, 3.5% active; AID 2546, 2010;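 also: Gal4-VP16 expression switched on by copper sulfate through the metallothionein promoter; % is scaled to controls: 0 for no effect and ±100 for the full control effect; nearly all actives have a fitted effect of over 50% in size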
Rab9 prom act – qHTS Assay for Rab9 Promoter Activators. Huh7 Rab9 promoter-luciferase reporter, luminescence, 24 h. Potency, µM (highest dose often 9.22 µM), for inactives: at the highest dose activation, negative = inhibition, usual class: activators. 320,000 tested, 2.8% active; also: % of control where 0% means no effect; nearly all actives have a fitted effect of over 60% in size
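Luminescence read-out: Huh7 cells stably expressing Rab9-luciferase, treated 24 h with compound at 37 °C, then lysed with luciferase reagent for 10 min at ambient before reading.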
* = called active by the depositor; ? = inconclusive; . = not tested or not shown; & = joins results of further samples; [ ] = another dose, or the depositor's remark. Unless noted, calls follow the shape of the dose curve; as a rule, active = well fitted curve in the direction sought with a large enough effect; inconclusive = small, poorly fitted or top-dose-only effect, or another doubt; inactive = no such curve, though single readings can be large; an effect the other way counts as inactive or inconclusive. Potency is read from the fitted curve at half-maximal effect.

Structure	MBNL1 CUG block	uPA surface inh	Gal4-VP16 FLuc	Rab9 prom act	RORgamma inh	FLuc modulator	NPC1 promoter act	BRCA1 expr up	ELG1 genotoxic	p53 reactivation
CSCCC(NC(=O)C1CCCC1)c1nnc2ccccn12 (stereo unspecified)	-5.8%	-5.8%	-2.4%	-2.5%	-22.4%	-1.7%	1.4%	0.0%	1.5%	-6.5%
CC(C)(C)NC(=O)NC(=O)Cn1ccsc1=N	-12.1%	-0.4%	-0.7%	1.4%	-17.5%	4.2%	-2.9%	-13.3%	0.8%	2.8%
O=C(Nc1ccc([N+](=O)[O-])cc1)c1nc[nH]c1C(=O)NC1CCCCC1	.	2.4%	3.55µM*	-12.1%	1.58µM*	4.4%	-8.9%	-19.4%	-2.0%	2.1%
CCN(CC)CCCNC(=O)c1cc2c(=O)[nH]c3ccc(C)cc3c2s1	?	3.3%	-1.3%	-0.7%	-11.6%	0.6%	-0.6%	59.1%	0.4%	-4.4%
CC(=O)NC1(C(F)(F)F)NC(=O)N(c2ccc(F)cc2)C1=O (stereo unspecified)	-2.1%	1.3%	2.9%	-1.5%	18.3%	0.9%	-2.1%	0.0%	3.5%	0.2%
Cc1cc2oc(=O)sc2cc1NS(=O)(=O)c1cccc2cccnc12	0.9%	0.4%	-3.2%	1.0%	27.8%	-0.4%	0.1%	-18.9%	-3.8%	1.7%
COc1ccc(OC)c(Nc2c3c(nc4ccccc24)CCC3)c1	-8.3%	-18.5%	-7.2%	-25.2%	2.9%	-0.8%&-1.2%	-20.2%	-46.3%	-0.3%	7.2%
COc1ccc(N2C(=O)CC(Sc3nc(C)cc(C)c3C#N)C2=O)cc1 (stereo unspecified)	17.7%	-1.0%	?	18.7%	?	-15.8%	10.4%	70.9%	6.8%	11.7%
Cc1ccc(C(=O)OCN2C(=O)c3ccccc3C2=O)c(O)c1	-12.0%	8.1%	-6.7%	6.8%	9.0%	-2.1%	-3.1%	-6.3%	5.5%	4.0%
Cc1cc(OCC(=O)c2ccc(C(F)(F)F)cc2)n2cnnc2n1	-20.7%	-1.7%	1.3%	-8.1%	24.8%	0.2%	1.7%	0.2%	-2.4%	-2.2%
COCCN1C(=O)c2ccc(C(=O)Nc3cccnc3)cc2C1=O	?	6.5%	1.9%	0.7%	2.0%	-0.8%	-2.9%	-15.7%	1.2%	1.9%
O=S(=O)(NCC1CN(S(=O)(=O)c2ccc3c(c2)OCCO3)C1)c1c(F)cccc1F	.	11.1%	.	.	.	.	.	42.3%	-2.3%	-3.9%
COCCN(C(=O)c1csnn1)C(C(=O)NC(C)(C)C)c1cccc(OC)c1 (stereo unspecified)	-9.8%	-1.4%	2.7%	-0.1%	-1.1%	4.7%	-0.8%	5.6%	-3.3%	-7.5%
CC(C)=CC(=O)O[C@@H]1Cc2c(ccc3ccc(=O)oc23)OC1(C)C	.	8.5%	.	.	.	.	.	2.5%	3.3%	0.7%
O=C1CCC(=O)N1N1C(=O)C2C3c4ccccc4C(c4ccccc43)C2C1=O (stereo unspecified)	-2.5%	-0.3%	2.6%	-0.4%	-1.4%	0.6%	-1.1%	3.4%	0.6%	-3.8%
O=C(NCc1ccc(F)cc1)c1cc(S(=O)(=O)N2CCCCC2)ccc1Cl	.	-10.3%	.	-0.5%	.	-1.5%	-4.7%	-2.0%	1.1%	-4.2%
CC1(C)Cc2c(cnn2-c2ccccc2)C(NC(=O)c2ccc[n+]([O-])c2)C1 (stereo unspecified)	-4.9%	6.3%	-0.5%	-8.7%	21.4%	3.4%	0.6%	-21.5%	21.6%	-6.5%
Cc1ccc2c(c1)N(CC(=O)NCCCN1CCOCC1)C(=O)c1cccnc1O2	0.1%	0.1%	-2.8%	6.6%	-20.7%	1.6%	-4.4%	3.7%	0.0%	11.1%
CCOC(=O)N1CCN(c2c(N3CCN(c4ccccc4OC)CC3)c(=O)c2=O)CC1	?	-8.0%	-3.8%	-3.0%	30.1%	7.5%	1.6%	-14.5%	-1.2%	-7.8%
Cc1ccccc1C=O	.	-2.5%	1.7%	-0.8%	6.7%	-0.3%	-0.6%	-0.3%	2.5%	-6.9%
CCCOc1ccccc1N/C(=N/c1nc(C)cc(C)n1)NC(=O)Nc1ccc(Cl)cc1	-19.7%	-8.1%	-9.2%	0.5%	20.7%	-0.2%	-5.2%	-17.6%	-3.7%	5.7%
CCCNC(=O)N1CCC(n2nccc2NC(=O)CCOc2ccccc2)CC1	-10.4%	2.3%	0.5%	-0.4%	-19.0%	1.0%	3.4%	-18.8%	1.7%	-1.9%
Cc1cc2ncn(C(=O)N3CCOCC3)c2cc1C	-4.2%	-2.7%	1.8%	3.2%[1.84 µM]	5.6%	-0.1%	-3.1%	0.0%	-2.9%	4.3%
CCCCCCCNC(=O)C1(CC2CC(c3ccc(Cl)cc3)=NO2)CCN(C(=O)C2CCCC2)CC1 (stereo unspecified)	-1.5%	7.4%	1.2%	2.3%	21.3%	7.2%	-3.0%	8.1%	-10.8%	.
CCOC(=O)c1c(C)[nH]c(C(=O)OCC(=O)Nc2cc(Cl)ccc2OC)c1C	-4.1%	.	-8.5%	2.6%	41.5%	-1.5%	0.2%	-45.9%	1.7%	10.2%
CC(=O)Nc1cccc(NC(=O)c2c(-c3ccccc3Cl)noc2C)c1	-0.1%	-9.8%	0.6%	-4.0%	30.8%	3.8%	-3.6%	-45.1%	-6.5%	5.0%
CCNC(=O)CC1C(=O)N(c2ccc(C)cc2)C(=O)N1CCc1ccc(OC)c(OC)c1 (stereo unspecified)	-3.6%	0.5%	-12.0%	1.9%	-6.1%	0.6%	-3.0%	-15.7%	3.3%	-25.3%
COC(C)(C)c1cc(C(C)(C)C)nc(N)n1	-4.3%	.	-2.1%	-2.7%	6.6%	4.1%	-3.2%	-19.1%	-1.6%	-5.2%
CCOC(=O)C1=C(Cn2ccc(C(F)(F)F)n2)NC(=O)NC1c1ccc2c(c1)OCO2 (stereo unspecified)	8.6%	-2.0%	-1.5%	2.4%	30.7%	0.5%	-1.6%	-24.4%	-3.8%	-4.2%
COc1ccc(CC(=O)Oc2ccc(C#N)cc2)cc1	1.6%	-4.7%	-3.8%	-7.6%	2.3%	-1.8%	-3.7%	-11.9%	-0.3%	11.8%
Cc1cc(C)c(C)c(S(=O)(=O)N2CCN(C(=O)c3ccncc3)CC2)c1C	.	-27.6%	.	-3.3%	.	-0.8%	-12.6%	-2.2%	-0.7%	-5.5%
CC1CN(C(=O)c2cccc(S(=O)(=O)NCc3ccccc3)c2)CC(C)O1 (stereo unspecified)	.	8.2%	.	0.6%	.	-1.3%	-0.1%	-0.1%	1.0%	8.5%
Cc1cccc(C(=O)Oc2c(Br)cc(Br)cc2/C=N/NC(=O)c2ccncc2)c1	6.4%	.	8.0%	0.0%	-6.1%	1.6%	-0.3%	-0.2%	-2.2%	-0.8%
Cc1ccccc1OCC(=O)NCC(c1cccs1)N1CCOCC1 (stereo unspecified)	.	-0.3%	.	-5.1%	.	3.1%	-0.5%	-21.0%	-5.1%	-16.5%
N#Cc1c(-c2ccccc2)nc(SCC(=O)Nc2nnc(C(F)(F)F)s2)[nH]c1=O	5.3%	-2.4%	2.1%	4.4%	-35.2%	?	0.3%	2.2%	2.1%	0.1%
CC(Sc1nnc(C2CC2)n1-c1ccccc1)C(=O)N1CCNC1=O (stereo unspecified)	.	-4.5%	.	-1.4%	.	-2.6%	7.0%	21.0%	-2.9%	8.5%
COc1cccc(-c2nnc(SCc3ccc(C#N)cc3)n2Cc2ccco2)c1	-6.8%	1.1%	-0.3%	-5.2%	-6.7%	-1.4%	-0.3%	-56.4%	-13.9%	-3.8%
COc1cc(/C=C/CN2CCN(CCC(C)C)C(CCO)C2)ccc1O (stereo unspecified)	0.5%	-24.5%	1.1%	-1.4%	1.5%	-2.9%	-5.8%	-7.3%	0.1%	1.3%
FC(F)(F)c1cccc(NCc2cn3cccnc3n2)c1	4.6%	-0.6%	10.4%	3.5%	23.9%	2.0%	-1.7%	-8.8%	3.4%	2.2%
COc1ccc(/C=C/C(=O)Nc2nc(C)c(C(=O)N(C)C)s2)cc1OC	?	1.6%	?	5.0%	-11.2%	-3.0%	1.9%	2.3%	6.7%	-2.4%

Complete entries, looked up by structure. Order of screens: MBNL1 CUG block	uPA surface inh	Gal4-VP16 FLuc	Rab9 prom act	RORgamma inh	FLuc modulator	NPC1 promoter act	BRCA1 expr up	ELG1 genotoxic	p53 reactivation
`FC(F)(F)c1cccc(NCc2cn3cccnc3n2)c1` across the screens: 4.6%	-0.6%	10.4%	3.5%	23.9%	2.0%	-1.7%	-8.8%	3.4%	2.2%
`COc1cccc(-c2nnc(SCc3ccc(C#N)cc3)n2Cc2ccco2)c1` across the screens: -6.8%	1.1%	-0.3%	-5.2%	-6.7%	-1.4%	-0.3%	-56.4%	-13.9%	-3.8%

Screening data: PubChem, National Center for Advancing Translational Sciences (NCATS)
